Tb MetRS inh – blocks T. brucei methionyl-tRNA synthetase activity | purified T. brucei MetRS, ATP depletion, Kinase-Glo luminescence | inhibition, % at 11.9 µM | actives 0.4% (n = 360,000);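 active = inhibition above a per-plate cutoff of the control wells' mean inhibition plus 3 SD, cut at about 5.5% in these data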;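 also: 0% = DMSO wells median and 100% = median of wells with control inhibitor compound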
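technique = Kinase-Glo luminescence, ATP depletion format | system = purified MetRS (methionyl-tRNA synthetase) enzyme from Trypanosoma brucei | timing = 15 min preincubation, 2 h reaction, all 25 °C | evaluation = percent inhibition versus plate control medians | dosing = single dose, 11.9 µM final nominal, 0.9% final DMSO | also added = substrates ATP, L-methionine and bulk Escherichia coli tRNA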
LMPTP inh – blocks human LMPTP phosphatase; P24666; AID 651560; recombinant LMPTP-A, OMFP fluorogenic substrate, fluorescence intensity; inhibition, % at 20 µM; actives 0.22% (n = 360,000);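 active = compounds that cut the enzyme signal by at least half of the control window in the single-dose screen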;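 also: plate controls were DMSO wells with enzyme plus substrate for no effect and substrate without enzyme for full effect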
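Assay system: LMPTP-A phosphatase enzyme | Input: 0.625 nM enzyme | Also added: Fluorogenic phosphatase substrate OMFP at 400 µM final | Compound dosing: One test concentration per compound, 20 µM, with 3% DMSO overall | Schedule: 50 min enzyme reaction at room temperature, protected from light | Signal: Fluorescence intensity | Benchmarks: no-enzyme and uninhibited controls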
Scp1 inh – Scp-1 (human) phosphatase inhibition; Recombinant Scp1, phosphopeptide, malachite green phosphate absorbance; AID 493091; inhibition, % at 20 µM; Q9GZU7; actives 0.88% (n = 340,000);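 active = inhibition above about 50% at 20 µM, limit read from the data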;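 also: plate controls were DMSO wells with enzyme for no effect and wells lacking enzyme for full effect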
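Assay system: SCP-1 catalytic fragment, aa 76-261 | Buffer or medium: Tris acetate buffer pH 5.5 with MgCl2 and Tween-20 | Compound: One concentration, 20 µM, with 1.0% DMSO | Also added: Phospho 17-mer peptide substrate | Signal: Absorbance at 630 nm | Incubation: 45 min enzyme reaction at room temperature | Measure: % inhibition of SCP-1 phosphate liberation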
MsrA inhibitor – bovine MsrA inhibition. purified bovine MsrA, absorbance read-out. inhibition, % at 15.5 µM. actives 0.75% (n = 360,000). AID 651718; in the data active = inhibition above about 4.5%;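 also: 0% = vehicle wells with enzyme and 100% = reference inhibitor wells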
DNMT1 inh – blocks human DNA methyltransferase DNMT1; AID 588458; DNMT1 molecular beacon, Hinp1I cleavage, fluorescence; actives 0.83% (n = 360,000); inhibition (reported as % activation of signal), % at 10 µM; in the data active = inhibition above about 50%
MsrA act – activates bovine MsrA enzyme; purified bovine MsrA, absorbance read-out; activation, % at 10.6 µM; actives 0.3% (n = 360,000); in the data active = activation above about 7.5%;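 also: 0% = vehicle and 100% = reference activator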
E coli Lon inh – inhibits E. coli Lon protease; P0A9M0; actives 0.42% (n = 360,000); inhibition, % at 7.94 µM; purified E. coli Lon protease, fluorescence polarization; AID 602123; in the data active = inhibition above about 13%, passing the limit was not always enough;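 also: 0% = enzyme with probe and DMSO and 100% = no enzyme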
CendR NRP1 mod – NRP-1/CendR interaction modulation | O14786 | FAM-RPARPAR peptide binding to NRP-1, fluorescence polarization | inhibition, % at 25 µM | actives 0.85% (n = 360,000);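 active = inhibition or corrected inhibition above about 18%, plus a signal ratio from 0.5 to 1.5, limit read from the data, passing the limit was not always enough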; also: strong numbers were not always called active
Target sequence (O14786 whole entry, looked up): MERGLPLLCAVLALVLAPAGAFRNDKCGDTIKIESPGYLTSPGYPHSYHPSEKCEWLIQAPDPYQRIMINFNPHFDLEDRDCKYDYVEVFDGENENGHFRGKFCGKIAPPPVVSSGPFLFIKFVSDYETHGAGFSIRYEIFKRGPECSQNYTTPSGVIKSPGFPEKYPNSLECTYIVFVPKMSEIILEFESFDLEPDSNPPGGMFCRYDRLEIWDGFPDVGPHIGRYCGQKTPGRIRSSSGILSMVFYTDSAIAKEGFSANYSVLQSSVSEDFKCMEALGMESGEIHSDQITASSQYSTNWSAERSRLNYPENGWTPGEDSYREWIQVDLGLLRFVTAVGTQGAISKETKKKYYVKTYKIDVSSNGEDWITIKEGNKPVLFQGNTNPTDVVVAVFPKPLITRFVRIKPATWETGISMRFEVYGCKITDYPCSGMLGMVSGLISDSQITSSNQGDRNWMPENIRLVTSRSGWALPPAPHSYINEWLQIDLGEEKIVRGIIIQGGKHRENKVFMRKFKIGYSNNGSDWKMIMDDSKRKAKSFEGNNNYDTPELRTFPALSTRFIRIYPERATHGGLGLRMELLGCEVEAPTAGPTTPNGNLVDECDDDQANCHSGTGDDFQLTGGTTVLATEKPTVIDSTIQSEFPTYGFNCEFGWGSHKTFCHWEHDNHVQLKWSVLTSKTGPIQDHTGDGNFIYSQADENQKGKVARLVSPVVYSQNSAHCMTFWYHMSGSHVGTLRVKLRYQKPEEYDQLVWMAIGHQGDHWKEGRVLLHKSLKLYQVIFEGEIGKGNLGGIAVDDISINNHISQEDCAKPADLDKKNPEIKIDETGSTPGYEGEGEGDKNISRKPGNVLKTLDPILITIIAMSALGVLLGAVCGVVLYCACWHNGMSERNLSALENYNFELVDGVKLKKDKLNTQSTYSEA
STEP inh – STEP (human) phosphatase inhibition | inhibition, % at 20 µM | actives 0.25% (n = 360,000) | recombinant STEP, OMFP fluorogenic substrate, fluorescence | P54829 | AID 588621;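 active = inhibition at 20 µM, scaled per plate between control wells, above about 37%, limit read from the data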;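 also: 0% = DMSO with enzyme and substrate and 100% = substrate only without enzyme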
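material = STEP tyrosine phosphatase | reagent = fluorogenic phosphatase substrate OMFP at 25 µM final | doses = single compound dose of 20 µM, 1% DMSO final | schedule = 20 min reaction, room temperature, in the dark | measured by = fluorescence, 480/540 nm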
SUMO1 PPI mod – modulators of human SUMO1-mediated protein-protein interactions; actives 0.33% (n = 360,000); SUMO1 binding to a labelled peptide, TR-FRET, 1 h; inhibition, % at 20 µM; P63165; in the data active = inhibition above about 37%
Target sequence (P63165 whole entry, looked up): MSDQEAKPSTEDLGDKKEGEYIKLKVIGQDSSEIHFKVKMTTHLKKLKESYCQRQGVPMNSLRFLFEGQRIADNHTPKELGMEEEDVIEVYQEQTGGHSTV
Active calls of the source: *; nt = not tested or not shown; & = joins results of further samples. The list is partial; count on the stated rates, not on these rows.

entry	mol	STEP inh	SUMO1 PPI mod	Tb MetRS inh	CendR NRP1 mod	E coli Lon inh
1	CCN(CC)c1ccc(/C=C2/C(=O)NC(=O)N(Cc3ccco3)C2=O)cc1	1	-4	-0.4	-139	-92
2	CCCOP(=O)(OCCC)C(NC(=O)c1cc(OC)c(OC)c(OC)c1)c1ccccc1 (centres undefined)	-1	4	0.0	7	0
3	COCCNC(=O)Cn1cc(/C=C2\C(=O)NC(=O)N(c3cccc(C)c3C)C2=O)c2ccccc21	0	-1	-0.4	-14	-128
4	CCCCNC(C)Cc1ccccc1 (centres undefined)	-1	1	-0.9	-6	-6
5	Cc1ccc(N2C(=O)NC(=O)C(CCc3ccccn3)(Cc3cccc(Cl)c3Cl)C2=O)cc1 (centres undefined)	-1	8	-0.3	-6	-10
6	CC[C@H](C)/C=C(C)/C=C/C1=CC2=C(Cl)C(=O)[C@@](C)(OC(C)=O)C(=O)C2=CO1	1	20	nt	-19	nt
7	C=CCN1C(=O)C2(C(C(=O)OCC)=C(N)Oc3ccccc32)C2=C1CCCC2=O (centres undefined)	-2	-2	-0.1	2	-3
8	CN1C(CC(O)c2ccccc2)CCCC1CC(O)c1ccccc1 (centres undefined)	-2	3	-0.6	13	-7
9	O=[N+]([O-])c1cccc(NP(=O)(N2CC2)N2CC2)c1	-4	-13	-0.2	10	2
10	Oc1ccc2c3c1OC1[C@H](O)CC[C@@]4(O)[C@@H](C2)N(CC2CC2)CC[C@]314 (some centres undefined)	4&-1	0&-4	0.1&-1.9	8&7	-7&0
11	CCOc1cc(C)cc2oc(=O)c3c(c12)CCCC3	0	-15	-1.1	12	-5
12	Cc1cccc(NC(=O)CN2CCN(C(=O)COc3cccc(Br)c3)CC2)c1C	0	2	-0.4	11	-3

entry	DNMT1 inh	LMPTP inh	MsrA inhibitor	MsrA act	Scp1 inh
1	68*	0.7	4.6*	-10	5
2	1	-0.1	-0.8	-3	-4
3	2	-1.1	-0.8	-1	-12
4	-4	-0.8	0.9	-3	-6
5	0	-1.4	0.4	-3	-2
6	3	-1.1	nt	nt	-1
7	1	-0.1	0.4	-4	-10
8	2	-1.6	-0.5	-1	-4
9	3	-3.8	0.5	-3	-21
10	0&3	-0.5&-1.4	1.6&-0.7	-1&-5	-6&-1
11	1	-0.3	-0.1	-1	-3
12	4	0.1	-1.1	-6	-2

Additional entries.
entry	mol	STEP inh	SUMO1 PPI mod	Tb MetRS inh	CendR NRP1 mod	E coli Lon inh
13	O=C(Cn1ccc2ccccc2c1=O)NCC(=O)N1CCC2(CC1)OCCO2	1	1	-0.5	-16	1
14	Cn1c(O)c(/C=C2\C=Nc3ccccc32)c(=O)n(C)c1=O	-1	-6	0.8	-157	-73
15	COc1ccc(-c2ccc3c(c2)CN(C(=O)CCc2ccccc2)Cc2cnnn2-3)cc1	1	5	-0.4	-3	4
16	Nc1ccc(CC(N)c2csc(Nc3ncccn3)n2)cc1 (centres undefined)	-4	-19	-0.3	1	-7
17	N#CC1C(C#N)C2CCC1C1C2N1c1ccccc1 (centres undefined)	-2	1	-0.4	-3	-6
18	CNC(=O)O/N=C(\N)Cc1csc2ccc(Cl)cc12	0	-3	-1.2	0	-1
19	O=c1c2ccccc2nc(CNc2ccccc2)n1-c1ccccc1	-2	3	-0.1	3	-9
20	O=C(Nc1ccc(Cl)c(Cl)c1)c1ccco1	-1	6	-0.9	7	6
21	CC12C(C(=O)O)C1(c1ccccc1)C2C(=O)O (centres undefined)	4	1	-0.2	3	-15
22	Cc1[nH]c2ccc(O)cc2c1CCN	-4	-15	-0.9	-20	-1
23	O=C(NCCCN1CCOCC1)C(Cl)(Cl)Cl	-2	3	-1.0	-7	-10
24	O=C1C2CC(CN3CCCCC23)C2CCCCN12 (centres undefined)	1	-2	0.0	-18	-2

entry	DNMT1 inh	LMPTP inh	MsrA inhibitor	MsrA act	Scp1 inh
13	1	-1.5	-0.1	-2	-9
14	4	2.0	0.3	-2	-8
15	-6	2.2	1.8	-3	nt
16	-1	-0.2	-0.5	-2	nt
17	6	0.6	-0.9	-12	1
18	5	-1.8	0.1	-8	-6
19	24	0.0	-0.5	-5	-4
20	0	-0.5	-0.7	-2	-16
21	1	-0.1	-0.3	-1	-5
22	-9	-1.3	-1.0	-4	-24
23	-2	-1.7	0.3	-5	4
24	-1	-1.2	-0.4	-1	nt

In the list so far, 5 have a Cl atom:
entry	mol	STEP inh	SUMO1 PPI mod	Tb MetRS inh	CendR NRP1 mod	E coli Lon inh
5	Cc1ccc(N2C(=O)NC(=O)C(CCc3ccccn3)(Cc3cccc(Cl)c3Cl)C2=O)cc1 (centres undefined)	-1	8	-0.3	-6	-10
6	CC[C@H](C)/C=C(C)/C=C/C1=CC2=C(Cl)C(=O)[C@@](C)(OC(C)=O)C(=O)C2=CO1	1	20	nt	-19	nt
18	CNC(=O)O/N=C(\N)Cc1csc2ccc(Cl)cc12	0	-3	-1.2	0	-1
20	O=C(Nc1ccc(Cl)c(Cl)c1)c1ccco1	-1	6	-0.9	7	6
23	O=C(NCCCN1CCOCC1)C(Cl)(Cl)Cl	-2	3	-1.0	-7	-10

entry	DNMT1 inh	LMPTP inh	MsrA inhibitor	MsrA act	Scp1 inh
5	0	-1.4	0.4	-3	-2
6	3	-1.1	nt	nt	-1
18	5	-1.8	0.1	-8	-6
20	0	-0.5	-0.7	-2	-16
23	-2	-1.7	0.3	-5	4

The listing continues.
entry	mol	STEP inh	SUMO1 PPI mod	Tb MetRS inh	CendR NRP1 mod	E coli Lon inh
25	CCCc1nc2ccccc2c(=O)n1-c1cccc(OC)c1	-1	-1	-0.3	9	-11
26	CNCCc1c[nH]c2ccc(O)cc12	2	-1	0.5	4	5
27	Cc1ccc(C(=O)COC(=O)Cc2ccccc2)cc1	-1	-2	-0.5	-63	-1
28	Cc1cccc(C)c1N1CCN(c2c(C)cccc2C)CC1	-2	-4	-0.3	-10	0
29	Cc1nn(C)cc1/C=C1/CC2C3CC=C4CC(O)CCC4(C)C3CCC2(C)C1=O (centres undefined)	-2	-12	-0.1	6	12
30	COc1ccc2c(c1)CC1(CN2C)C(=O)NC(=O)N(c2ccc(C)cc2)C1=O (centres undefined)	2	3	-0.1	-19	-27
31	[O-]c1ccccc1-[n+]1c(-c2ccccc2)cc(-c2ccccc2)cc1-c1ccccc1	-2	-28	-0.1	3	0
32	C[N+]1(CC(COCc2ccccc2)OC(=O)Cc2ccccc2)CCOCC1 (centres undefined)	-1	-4	-0.9	-4	-2
33	CCCCn1nnnc1C(c1ccccc1)N1CCC2(CC1)C(=O)NCN2c1ccccc1 (centres undefined)	3	3	-0.5	14	-2
34	C=C1C2C[C@H](O)C(C)(C)[C@@]2(O)[C@H](O)C[C@]23C[C@@](C)(O)[C@H](CC[C@H]12)[C@H]3OC(C)=O (some centres undefined)	0	6	-0.4	8	-4
35	Cc1ccc(-n2c(O)c(/C=N/NC(=O)c3ccncc3)c(=O)[nH]c2=O)cc1C	-2	-10	0.4	-14	-21
36	O=C/C=C/c1ccccc1	-2	1	0.9	4	-4

entry	DNMT1 inh	LMPTP inh	MsrA inhibitor	MsrA act	Scp1 inh
25	9	-0.2	-0.3	-4	3
26	-5	-0.7	1.9	-2	-14
27	2	-0.3	1.6	-7	-9
28	1	-0.2	-0.1	-1	-3
29	-10	0.2	0.5	0	-1
30	-8	-1.8	-1.0	-5	-8
31	2	36	2.3	-2	17
32	11	-1.2	1.8	-10	112*
33	2	2.2	0.3	-2	nt
34	-4	-1.0	0.3	-5	5
35	1	0.5	2.8	-3	0
36	8	0.3	-0.1	-2	-7

From compound 35 up to 36, as listed above:
entry	mol	STEP inh	SUMO1 PPI mod	Tb MetRS inh	CendR NRP1 mod	E coli Lon inh
35	Cc1ccc(-n2c(O)c(/C=N/NC(=O)c3ccncc3)c(=O)[nH]c2=O)cc1C	-2	-10	0.4	-14	-21
36	O=C/C=C/c1ccccc1	-2	1	0.9	4	-4

entry	DNMT1 inh	LMPTP inh	MsrA inhibitor	MsrA act	Scp1 inh
35	1	0.5	2.8	-3	0
36	8	0.3	-0.1	-2	-7

(next part)
entry	mol	STEP inh	SUMO1 PPI mod	Tb MetRS inh	CendR NRP1 mod	E coli Lon inh
37	CCOP(=O)(OCC)C(NS(=O)(=O)c1ccccc1)C(Cl)(Cl)Cl (centres undefined)	-3	-3	-0.8	-4	-1
38	O=C1NC(=O)N(CCc2ccc(F)cc2)C(=O)/C1=C/c1ccco1	48*	80*	0.4	-52	-135
39	N#Cc1ccc(Cn2cc(C(=O)c3ccco3)c3ccccc32)cc1	0	-1	0.5	3	4
40	COC(=O)c1ccc(CN2CCSC2=N)cc1	0	-1	0.1	-4	2
41	S=c1[nH]c2ccccc2[nH]1	-1	16	-0.4	12	-8
42	Cc1cc2ccccc2c(=O)n1CC(=O)NCC(=O)N1CCC2(CC1)OCCO2	-2	-1	-0.1	-1	2
43	COC(=O)C1=C(c2ccc(OC(F)(F)F)cc2)C[C@@H]2CC[C@H]1N2C(=O)NCc1cccc2ccccc12	0	4	-0.3	-3	5
44	Cc1cc(=O)oc2cc(OCC(=O)N3C[C@H]4C[C@@H](C3)c3cccc(=O)n3C4)c(Cl)cc12	0	1	0.8	14	9

entry	DNMT1 inh	LMPTP inh	MsrA inhibitor	MsrA act	Scp1 inh
37	-1	-1.0	-1.4	-8	3
38	98*	66*	0.5	-5	92*
39	-7	1.0	1.6	1	-2
40	-1	0.0	0.1	-3	-7
41	2	-1.0	1.1	-2	-6
42	-2	-1.5	-0.5	-2	-1
43	-7	4.8	-0.8	2	1
44	-1	-0.7	2.8	-2	4

In a second layout: entries from further up
41	S=c1[nH]c2ccccc2[nH]1
  STEP inh: -1
  SUMO1 PPI mod: 16
  Tb MetRS inh: -0.4
  CendR NRP1 mod: 12
  E coli Lon inh: -8
  DNMT1 inh: 2
  LMPTP inh: -1.0
  MsrA inhibitor: 1.1
  MsrA act: -2
  Scp1 inh: -6
40	COC(=O)c1ccc(CN2CCSC2=N)cc1
  STEP inh: 0
  SUMO1 PPI mod: -1
  Tb MetRS inh: 0.1
  CendR NRP1 mod: -4
  E coli Lon inh: 2
  DNMT1 inh: -1
  LMPTP inh: 0.0
  MsrA inhibitor: 0.1
  MsrA act: -3
  Scp1 inh: -7

Screens from PubChem.
